High-throughput results (PubChem)
SENP8 block-1 – SENP8 (human) protease inhibition; 360,000 compounds, 0.64% hits; AID 602440; Q96LD8; inhibition, % at 20 µM; recombinant SENP8, Nedd8 substrate fluorescence; in the data active = inhibition mostly above about 40%, no sharp cut-off; inactive = mostly below about 27%
Target sequence (Q96LD8 whole entry, looked up): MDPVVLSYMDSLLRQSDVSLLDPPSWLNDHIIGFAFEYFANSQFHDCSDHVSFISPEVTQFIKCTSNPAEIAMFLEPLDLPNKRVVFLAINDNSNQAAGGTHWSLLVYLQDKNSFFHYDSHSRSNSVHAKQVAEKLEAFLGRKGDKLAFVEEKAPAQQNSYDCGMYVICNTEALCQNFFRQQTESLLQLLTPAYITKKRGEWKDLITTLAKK
HKDC1 inhibitor – blocks human hexokinase HKDC1 activity | inhibition, % at 20 µM | Q2TB90 | 340,000 compounds, 0.16% hits | recombinant HKDC1, G6PDH/diaphorase resazurin coupled fluorescence;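 active = inhibition above about 35% when tested at 20 µM, limit read from the data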;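 note: plate controls were DMSO wells with enzyme for no effect and DMSO wells lacking enzyme for full effect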
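Test system: Recombinant HKDC1 (HK5) hexokinase enzyme, produced in-house | Input: HKDC1 at 5 µg/mL | Buffer or medium: Tris pH 8.0 buffer with MgCl2, Tween-20, BSA, BME | Schedule: 90 min reaction incubation at room temperature, dark | Technique: Resazurin-to-resorufin fluorescence via G6PDH and diaphorase coupling, 525/613 nm | Controls: DMSO wells with and without enzyme mix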
SENP7 inh – blocks the human protease SENP7. 330,000 compounds, 1.5% hits. Q9BQF6. recombinant SENP7, Z-RLRGG-aminoluciferin luminescence, 40 min. inhibition, % at 5 µM;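 active = inhibition above about 50% at the single test dose, limit read from the data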;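 note: plate controls were DMSO with enzyme for no effect and no enzyme buffer wells for full effect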
SENP8 block-2 – SENP8 protease inhibition | Q96LD8 | purified SENP8, Z-RLRGG-aminoluciferin cleavage, luminescence | 330,000 compounds, 1.2% hits | AID 2540 | inhibition, % at 10 µM; in the data active = inhibition above about 50%
SENP1 inh – blocks the human SENP1 SUMO protease catalytic domain | Q9P0U3 | recombinant SENP1 catalytic domain, CyPet-SUMO1-YPet FRET cleavage | inhibition, % at 10 µM | 360,000 compounds, 0.21% hits | AID 624204;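 active = inhibition at least 30% at 10 µM, raw YFP signal under a set limit, fluorescence ratio 0.5 to 1.5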;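 note: 0% = enzyme with DMSO and 100% = no enzyme wells; some results filed as inactive read as strong as hits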
Target sequence (Q9P0U3 419-644 limits assumed): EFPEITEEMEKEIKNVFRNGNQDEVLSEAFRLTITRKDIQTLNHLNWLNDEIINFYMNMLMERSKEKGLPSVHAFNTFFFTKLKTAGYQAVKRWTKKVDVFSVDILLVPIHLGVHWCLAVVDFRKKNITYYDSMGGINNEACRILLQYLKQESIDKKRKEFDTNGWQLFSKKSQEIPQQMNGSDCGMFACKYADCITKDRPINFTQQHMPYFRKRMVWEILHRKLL
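system = hSENP1 catalytic domain, recombinant | reagent = SFCypet-SUMO1-SFYpet substrate at 25 nM | doses = one dose per compound, 10 µM, 0.5% DMSO | incubation = enzyme reaction for 50 min at room temperature, dark | measured by = FRET, CFP and YFP emission | controls = no-enzyme low, enzyme-DMSO high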
SENP6 inh – blocks the human protease SENP6; Q9GZR1; Recombinant SENP6 catalytic domain, aminoluciferin luminescence; inhibition, % at 10 µM; 330,000 compounds, 1.8% hits; AID 2599;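 active = inhibition above about 50% at the single tested dose, limit read from the data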;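 note: plate controls were DMSO wells with enzyme for no effect and DMSO wells lacking enzyme for full effect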
Target sequence (Q9GZR1 628-1112 limits assumed): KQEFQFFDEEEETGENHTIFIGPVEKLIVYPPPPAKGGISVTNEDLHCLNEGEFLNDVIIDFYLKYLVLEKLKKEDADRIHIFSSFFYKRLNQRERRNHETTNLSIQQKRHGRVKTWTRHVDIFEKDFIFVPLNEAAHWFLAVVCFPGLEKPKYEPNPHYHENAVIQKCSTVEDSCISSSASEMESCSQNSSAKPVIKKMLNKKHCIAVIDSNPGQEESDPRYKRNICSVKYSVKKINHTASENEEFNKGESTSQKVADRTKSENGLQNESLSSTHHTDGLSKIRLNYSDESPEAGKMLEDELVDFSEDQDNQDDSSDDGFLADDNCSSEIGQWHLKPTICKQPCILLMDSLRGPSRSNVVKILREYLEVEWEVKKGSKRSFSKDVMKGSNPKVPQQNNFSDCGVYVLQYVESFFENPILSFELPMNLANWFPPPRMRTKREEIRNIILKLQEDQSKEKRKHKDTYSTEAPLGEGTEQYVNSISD
PfG6PD inh – PfG6PD (Plasmodium falciparum) enzyme inhibition | PfGluPho enzyme, NADPH resazurin-diaphorase fluorescence | inhibition, % at 20 µM | 350,000 compounds, 0.78% hits | AID 504690;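 active = inhibition reaching at least a set limit at 20 µM in the primary screen, cut at about 59% in these data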;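 note: 0% = DMSO wells with substrate and 100% = DMSO wells lacking glucose-6-phosphate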
NLRP3 yeast inh – NALP3 inhibition in yeast; Yeast reconstituted NLRP3/ASC/caspase-1, beta-gal luminescence, 24 h; 330,000 compounds, 0.39% hits; inhibition, % at 10 µM;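 active = inhibition of 50% or more; inactive = inhibition below 50%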;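 note: plate controls were induced DMSO wells for no effect and uninduced yeast grown without galactose for full effect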
Apaf-1 inh – inhibitors of human Apaf-1 apoptosome; O14727; reconstituted apoptosome caspase-3 activity, DEVD-Rh110 fluorescence; inhibition, % at 20 µM; 330,000 compounds, 0.71% hits; AID 489030; active = inhibition of at least 40% at 20 µM;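 note: plate controls were DMSO wells for no effect and DEVD-CHO caspase inhibitor wells for full effect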
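detection = Rh110 fluorescence intensity | test system = biochemical Apaf-1 apoptosome reconstitution | also added = cytochrome c and DEVD-Rh110 substrate | schedule = 30 min plus 50 min, RT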
Numbers without * were called inactive; i = inactive; · = no result given.

canonical_smiles,SENP7 inh,Apaf-1 inh,PfG6PD inh,SENP8 block-1,SENP8 block-2,SENP6 inh,HKDC1 inhibitor,SENP1 inh,NLRP3 yeast inh
CC1CCN(C(=O)C2CCN(S(=O)(=O)c3cccs3)CC2)CC1,-8.4,-1.3,-16.1,1.8,-7.0,-11.6,-2.9,-0.3,1.8
CCN(C(=O)c1cnc2scc(C)n2c1=O)c1ccccc1C,-2.2,9.5,-7.5,-61.4,-3.5,-10.5,-1.1,1.0,4.7
Cc1cccc(C#N)c1NC1=CC(=O)CC(C)(C)C1,-3.5,-1.6,-5.5,-98.1,-0.2,1.0,-3.0,0.2,0.0
COc1ccc(CN(C)S(=O)(=O)c2nnc(NC(=O)c3ccccc3Br)s2)cc1,5.3,6.3,-3.9,-6.1,3.5,13.7,8.2,-0.5,-3.1
N=C(N)c1ccc(Cl)cc1,-4.6,-5.8,-5.9,27.6,-3.6,-24.2,8.4,2.2,4.6
O=C1c2cccnc2C(=O)N1c1cccc([N+](=O)[O-])c1,1.0,-7.1,-12.8,15.2,7.9,-8.8,-1.1,0.3,15.1
COCCOn1c(SCCOC)nc2ccccc2c1=O,-4.4,-28.6,-6.1,0.7,2.6,5.6,-4.5,-0.9,15.0
N#Cc1cccc(S(=O)(=O)NCc2nnc3ccccn23)c1,-5.3,-7.5,7.6,-8.7,0.4,-6.9,-10.2,-3.5,5.6
Cc1ccc2nc(N(CCCN(C)C)C(=O)c3ccc(S(=O)(=O)N4CCc5ccccc5C4)cc3)sc2c1,-3.0,53.0*,3.4,6.9,1.3,-2.4,0.4,2.1,24.3
O=C(N/N=C/c1ccc2c(c1)OCO2)C(=O)N1CCCC1,4.0,1.1,-8.9,-4.0,-3.0,1.7,-5.9,1.2,-0.6
CCn1c(O)c(N=NC(=S)NCC2CCCO2)c2ccccc21 (stereo not drawn),-2.7,0.3,7.7,20.7,0.4,-14.1,-6.5,4.2,30.7
CCC(C)Sc1nnc(Cc2cc(=O)[nH]c(=O)[nH]2)n1-c1ccc(OC)cc1 (stereo not drawn),4.7,-4.4,10.2,-8.3,-0.9,7.9,-7.4,2.6,-1.3
Nc1ccc2c(c1)C(O)c1ccc(Cl)cc1-2 (stereo not drawn),·,·,11.4,-7.7,·,·,2.5,-0.5,·
COc1cc(CCCN2CCNC[C@@H]2CC2CCCCC2)cc(OC)c1OC,4.6,-0.4,6.7,13.3,5.3,4.0,-0.8,2.0,11.6
Cc1cc(NC(=O)CSc2nnc(COc3cccc(C)c3C)n2Cc2ccco2)no1,13.6,-0.6,-3.3,25.2,3.6,26.7,8.0,3.5,19.0
CN(CCCC(=O)N1CCCC(C(N)=O)C1)S(=O)(=O)c1ccc(F)cc1 (stereo not drawn),4.9,1.7,-0.6,6.5,-2.3,-8.2,-5.6,0.4,-8.6
CN(C)CC#CCOC(c1ccccc1)c1ccccc1,-1.8,11.0,4.1,0.4,-8.0,-9.8,0.1,0.5,5.5
CCC(C)c1c(NS(=O)(=O)c2ccc(C)cc2)o[nH]c1=O (stereo not drawn),·,·,31.5,1.5,·,·,0.5,0.7,·
CC(=O)N1c2ccccc2Sc2ccccc21,3.7,2.8,-6.7,10.6,1.2,3.3,-4.2,-2.6,-4.6
Cc1ccc(-c2nnc(NC(=O)c3ccc([N+](=O)[O-])o3)o2)c(C)c1,13.4,2.3,-7.6,17.3,5.7,-10.6,-1.0,-12.5,10.2
CCCC(=O)N(Cc1cc2ccccc2[nH]c1=O)c1ccccc1OC,1.2,-1.9,-17.2,-11.9,0.3,-40.0,-11.5,1.1,11.0
CCOC(=O)c1[nH]c2cc(OC)c(OC)cc2c1NC(=O)C(C)N1CCN(Cc2ccccc2)CC1 (stereo not drawn),-2.9,-3.7,-13.3,i,-9.6,6.1,0.0,0.2,8.3
Cc1nn(-c2ccccc2)c(N)c1N=Nc1cccnc1,-2.0,2.6,3.5,31.4,-6.6,-12.7,-6.0,1.9,28.5
Nc1c(C(=O)N/N=C/c2ccc(F)cc2)oc2nc(-c3ccccc3)cc(-c3ccco3)c12,15.6,2.8,11.0,-400.5,-4.0,-14.4,5.0,-34.7,21.1
O=C1Nc2ccccc2N2CCCC12 (stereo not drawn),12.8,77.6*,·,·,24.0,68.3*,·,·,25.4
COCCCNC(=S)NNC(=O)c1csc2ccccc12,4.6,-10.6,-3.9,11.8,-2.4,5.4,-8.5,3.2,17.4
COc1cccc(CNC(=O)CCN2C(=S)NC(C)(C)CC2C)c1 (stereo not drawn),-3.0,5.0,-8.5,10.6,-11.4,-7.9,-2.6,1.2,-0.7
COCCN(C(=O)COC(=O)CCOc1cc(C)ccc1C)c1c(N)n(Cc2ccccc2)c(=O)[nH]c1=O,·,·,2.2,1.3,·,·,-2.6,0.6,·
COc1cccc2c1OC1(C)CC2N(C(=O)c2ccco2)C(=S)N1c1ccc(F)cc1 (stereo not drawn),5.8,11.9,8.4,11.0,0.5,-12.1,-3.2,2.3,14.7
O=C(COc1ccc([N+](=O)[O-])cc1)Nc1cccc2nsnc12,-11.2,-5.4,-7.5,-433.5,-8.8,-2.6,3.9,-26.1,2.3
COc1ccccc1C(=O)NC(=O)COC(=O)c1cc[n+]([O-])cc1,0.8,-2.9,-2.4,-11.2,-0.2,-8.7,-1.5,-2.9,9.4
Cn1c(C(=O)N2CCN(c3ccc([N+](=O)[O-])cc3)CC2)cc2c(=O)[nH]c3ccccc3c21,·,·,10.1,14.6,·,·,5.0,-5.7,·
CCOCCCNC(=O)C1CCN(Cc2cccc(OCc3ccccc3)c2)CC1,6.7,5.5,-11.8,2.0,-0.2,-11.9,-2.9,-0.1,13.8
COc1ccc(CNC(=O)C(=O)NCC2OCCN2S(=O)(=O)c2ccccc2)cc1 (stereo not drawn),2.8,10.1,-3.2,0.0,-1.3,-13.3,5.4,-3.8,-8.6
CCC(Cc1ccccc1)NC(=O)CCn1cccc1 (stereo not drawn),-1.9,-219.5,0.9,5.1,3.3,-9.6,-4.2,0.0,41.5
CCOc1ccccc1NC(=O)N1CCC(c2nc3ccc(C)cc3[nH]2)CC1,-5.9,-6.8,11.1,14.3,-5.2,-8.9,17.8,0.8,2.9
CCOC(=O)c1cc(OCC(=O)NC(C)C(C)C)cc(C(=O)OCC)c1 (stereo not drawn),5.4,-10.7,-13.8,19.7,-5.5,7.9,2.1,0.5,1.3
COc1ccc(C(=O)Nn2c(C)nc3ccccc3c2=O)c(OC)c1,4.9,2.6,12.6,6.3,3.1,-2.0,-2.6,1.1,14.3
Cc1ccc(CNC(=O)c2ccccc2NS(C)(=O)=O)cc1,-2.7,-4.2,-20.4,-285.1,0.7,-7.6,4.1,3.6,16.9
Cc1ccc(S(=O)(=O)N2CCOCC2)cc1NS(=O)(=O)c1ccc(F)c(F)c1,-6.0,-1.7,-16.7,-0.5,-5.4,-7.9,-4.9,-0.9,1.1
CCC(CO)Oc1cc(NCc2cccnc2)c2ncn(C(C)C)c2c1 (stereo not drawn),0.4,62.5*,17.1,32.5,-7.4,-2.7,10.8,-43.5,0.3
COc1ccc(N2CCN(S(=O)(=O)c3ccc(OC)c(C(=O)N4CCCC4)c3)CC2)cc1,4.4,0.4,-13.0,17.4,2.2,-3.2,2.2,0.7,8.2
COc1ccc(Cl)cc1-c1nc(N)nc(NC2CCCCC2)n1,2.7,-5.4,4.7,10.9,1.7,2.0,-3.3,4.4,11.7
Cn1nc(-c2ccc(C(=O)N3CCN(CCO)CC3)cc2)c2ccccc2c1=O,9.5,11.2,5.2,9.7,3.0,-2.6,-11.1,3.7,10.6
O=C(Oc1ccc2ccc(=O)oc2c1)c1ccc([N+](=O)[O-])cc1,11.0,-4.1,13.8,-300.3,-9.1,6.6,-7.5,-106.8,5.3
COc1cccc(CNS(=O)(=O)c2ccc(S(=O)(=O)N3CCCC3)cc2)c1,-3.3,1.1,-1.2,11.3,0.1,-7.8,-8.8,-1.7,8.8
CCn1c(SCC(=O)Nc2ccccc2)nc2c1c(=O)n(C)c(=O)n2C,-3.4,-8.1,0.9,11.6,6.8,-8.7,0.1,0.4,8.0
Cc1ccc(NC(=O)n2ccc(-c3ccc(-n4ccnc4)cc3)n2)cc1,-1.6,2.6,11.1,10.8,-14.5,-29.4,-0.2,3.4,2.3
CCn1c(C)c(C(C)=O)c(N2CCC(C(N)=O)CC2)nc1=S,0.5,-3.6,-16.5,9.6,5.6,-20.0,-9.7,0.4,12.4
Cc1cc(C)c(OCC(=O)Nc2cccc(NC(=O)c3ccco3)c2)c(Br)c1,-1.1,8.0,16.6,10.5,-18.3,1.4,4.8,2.5,29.9
COc1cc([N+](=O)[O-])cc2cc(C(=O)N3CCN=C3c3ccccc3)c(=O)oc12,10.1,-13.6,5.4,34.7,-0.3,-11.0,-6.6,4.6,-25.4
Cc1ccc(CNC(=O)COC(=O)c2cccnc2Cl)cc1,5.7,-3.3,-3.3,27.5,-7.1,-4.5,-3.1,1.5,16.3
Clc1nc2c(ccc3ccccc32)[nH]1,-0.2,-16.8,11.5,17.8,-4.9,-14.1,-1.2,1.9,25.5
S=C(c1ccc(-c2ccc(Br)cc2)o1)N1CCOCC1,-2.5,15.1,24.2,14.2,-1.7,-6.5,-1.5,-1.4,26.8
COc1ccc2[nH]c(O)c(N=O)c2c1,6.0,3.3,-0.6,9.9,1.6,-4.4,-5.1,-2.9,13.4
CC(C)CCNc1ncnc2c1cnn2Cc1ccccc1Cl,-3.4,11.7,1.6,19.2,-4.8,3.8,1.1,1.1,7.0
COc1ccccc1N1CCN(c2ncnc3sc(C(=O)NCC4CCCO4)c(C)c23)CC1 (stereo not drawn),5.2,2.5,1.2,6.9,-0.6,-4.7,-2.7,1.2,13.7
Cc1ccc(S(=O)(=O)N(CC(=O)NCCC2=CCCCC2)Cc2ccccc2)cc1,-6.0,13.3,8.6,24.9,-2.4,-5.4,-3.8,1.8,4.8
Cc1ccc2[nH]c(=O)c3cc(C(=O)NCC4CCCO4)sc3c2c1 (stereo not drawn),-7.4,-0.8,19.4,-405.0,-2.0,-13.4,15.1,0.6,10.7
CCCCOCCCNC(=O)c1ccc([N+](=O)[O-])c(C)c1,-4.4,-0.6,-7.3,17.2,-3.8,-8.3,-7.3,0.8,12.8

Part of the list above, set out differently.
Cc1ccc(NC(=O)n2ccc(-c3ccc(-n4ccnc4)cc3)n2)cc1
  SENP7 inh = -1.6	Apaf-1 inh = 2.6	PfG6PD inh = 11.1	SENP8 block-1 = 10.8	SENP8 block-2 = -14.5	SENP6 inh = -29.4	HKDC1 inhibitor = -0.2	SENP1 inh = 3.4	NLRP3 yeast inh = 2.3
CCn1c(C)c(C(C)=O)c(N2CCC(C(N)=O)CC2)nc1=S
  SENP7 inh = 0.5	Apaf-1 inh = -3.6	PfG6PD inh = -16.5	SENP8 block-1 = 9.6	SENP8 block-2 = 5.6	SENP6 inh = -20.0	HKDC1 inhibitor = -9.7	SENP1 inh = 0.4	NLRP3 yeast inh = 12.4
